# Source: PubChem BioAssay
# APOBEC3G inh = inhibitors of human APOBEC3G DNA deaminase. inhibition, % at 20 µM. AID 493012. recombinant A3G, ssDNA deamination FAM/TAMRA fluorescence. 330,000 compounds, 0.28% hits. Q9HC16;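 active means inhibition of at least 40% at 20 µM, with no more than 30% in the related APOBEC3A deaminase screen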;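 further: plate controls were DMSO wells with A3G for no effect and wells lacking A3G enzyme for full effect; some compounds called inactive have numbers as strong as hits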
# Target sequence (Q9HC16 whole entry, looked up): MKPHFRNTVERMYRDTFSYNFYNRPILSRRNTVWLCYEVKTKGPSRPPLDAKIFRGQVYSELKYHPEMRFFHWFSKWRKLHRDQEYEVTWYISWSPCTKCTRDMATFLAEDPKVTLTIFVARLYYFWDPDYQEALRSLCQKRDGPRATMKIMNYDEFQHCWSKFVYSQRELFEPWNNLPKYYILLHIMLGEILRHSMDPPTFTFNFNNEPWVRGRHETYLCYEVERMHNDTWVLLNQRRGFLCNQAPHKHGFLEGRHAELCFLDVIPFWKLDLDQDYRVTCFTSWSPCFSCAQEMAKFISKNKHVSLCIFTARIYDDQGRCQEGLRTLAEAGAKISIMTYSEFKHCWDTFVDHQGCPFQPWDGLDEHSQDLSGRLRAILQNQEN
# beta cell repl = MIN6 beta-cell proliferation induction | MIN6 cells proliferation, ATPlite luminescence, 48 h; cells starved in 0.2% serum; 100% = growth in 10% serum | proliferation, % at 10 µM | 330,000 compounds, 0.29% hits;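 active means compounds whose signal lies at least 3.5 SD above the mean of all wells on their plate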;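 further: 0% = DMSO-treated cells in low-serum medium and 100% = 10% serum control; some compounds called inactive have numbers as strong as hits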
# GRIN3A LBD mod = modulators (binders) of human NR3A ligand-binding domain; NR3A LBD differential scanning fluorimetry, Tm shift; 0% = protein alone, 100% = glycine-bound protein; AID 1259313; Tm shift relative to glycine control, % at 25 µM; 340,000 compounds, 2.5% hits;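 active means melting temperature shift of at least 10% of the positive control shift, at one fixed dose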
# hIAP inh = human IAP inhibition; inhibition, % at 10 µM; P09923; 330,000 compounds, 0.12% hits; purified IAP, CDP-Star luminescence, 30 min; AID 2544;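 active means inhibition reaching a set limit with compound at 10 µM in the primary screen, cut at about 35% in these data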;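 further: plate controls were DMSO wells with enzyme for no effect and no-enzyme buffer wells for full effect; values of inactives mirror those of a sister screen read the other way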
# Target sequence (P09923 whole entry, looked up): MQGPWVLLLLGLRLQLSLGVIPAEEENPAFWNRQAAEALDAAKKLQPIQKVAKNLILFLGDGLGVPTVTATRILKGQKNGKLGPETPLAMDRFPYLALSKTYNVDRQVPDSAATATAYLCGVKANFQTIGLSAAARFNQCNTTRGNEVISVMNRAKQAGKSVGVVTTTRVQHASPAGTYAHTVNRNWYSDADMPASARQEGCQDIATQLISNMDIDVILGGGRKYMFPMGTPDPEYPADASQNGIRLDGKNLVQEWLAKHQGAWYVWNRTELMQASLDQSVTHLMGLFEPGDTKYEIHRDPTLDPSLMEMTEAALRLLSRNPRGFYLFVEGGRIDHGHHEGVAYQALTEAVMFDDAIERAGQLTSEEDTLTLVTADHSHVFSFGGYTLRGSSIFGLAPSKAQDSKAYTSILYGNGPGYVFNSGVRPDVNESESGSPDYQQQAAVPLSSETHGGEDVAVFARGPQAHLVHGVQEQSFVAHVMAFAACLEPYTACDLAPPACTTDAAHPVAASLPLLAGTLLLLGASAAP
# MPTP block = inhibitors of mitochondrial permeability transition pore. isolated mouse mitochondria, Ca2+ swelling absorbance, 30 min. inhibition, % at 10 µM. 360,000 compounds, 1.4% hits;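 active means inhibition of 50% or more, scaled per plate between neutral and stimulator controls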;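 further: 0% = DMSO wells given calcium and 100% = 1 mM EGTA wells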
# mIAP block = mouse IAP inhibition | purified mouse IAP, CDP-Star luminescence, 30 min | inhibition, % at 10 µM | 330,000 compounds, 0.2% hits;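 active means inhibition of at least 40% at 10 µM in the primary screen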;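 further: plate controls were DMSO with enzyme for no effect and no enzyme wells for full effect; values of inactives mirror those of a sister screen read the other way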
# mIAP activ = increases mouse intestinal alkaline phosphatase activity; muIAP, CDP-Star luminescence, 30 min; stronger effect = higher value; 1 = vehicle-only enzyme signal, 0 = enzyme-free wells; activation factor at 10 µM; 330,000 compounds, 0.24% hits; AID 2805;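 active means activation factor of at least 2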; further: the source names both 10 and 20 µM as test concentration; values of inactives mirror those of a sister screen read the other way
#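 Assay system: mouse IAP enzyme / Compound: DMSO-dissolved test compounds / Timing: 30 min, room temperature / Measured by: luminescence from enzymatic CDP-Star hydrolysis / Control set: DMSO-only wells, enzyme-free buffer wells as negative control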
# hIAP act = human IAP activation. P09923. purified human IAP, CDP-Star luminescence, 30 min; stronger effect = higher value; 1 = vehicle-only enzyme, 0 = enzyme-free background. activation factor at 10 µM. 330,000 compounds, 0.16% hits;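 active means activation factor of the enzyme at least 2-fold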; further: the source names both 10 and 20 µM as test concentration; values of inactives mirror those of a sister screen read the other way
# APOBEC3A inh = blocks human APOBEC3A ssDNA deamination; recombinant A3A, FAM/TAMRA ssDNA deamination fluorescence; AID 493011; P31941; 330,000 compounds, 0.41% hits; inhibition, % at 20 µM;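 active means at least 40% inhibition at 20 µM here, with at most 30% in a related deaminase screen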;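 further: plate controls were A3A with DMSO for no effect and wells lacking A3A enzyme for full effect; some results filed as inactive read as strong as hits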
# Starred values were filed as active, the others as inactive. Compounds as they come. Share with any hit: about 5%.
nr	compound	APOBEC3G inh	beta cell repl	GRIN3A LBD mod	hIAP inh	MPTP block
1	CN(C)S(=O)(=O)c1ccc(N=Cc2c(C(F)(F)F)[nH][nH]c2=O)cc1	-6	1	0	7	2.4
2	Cc1cc(/C=N/n2c(COc3ccccc3)nc3ccccc3c2=O)c(O)c([N+](=O)[O-])c1	-7	-6	16*	8	79*
3	COc1cccc(CN=C2Nc3ccccc3CS2)c1	-3	3	1	14	1.0
4	COc1cccc(N(CC(=O)N2CCc3ccccc3C2)S(C)(=O)=O)c1	-5	0	-1	-13	1.6
5	COc1ccc(CN2CCN(Cc3c[nH]c4ccccc34)CC2CCO)c(F)c1 (stereo not given)	-7	-4	1	-1	0.9
6	Cn1c(/N=C/c2cccs2)nc2ccccc21	-3	-2	0	8	-2.8
7	CN(C)c1cc(-c2ccc(C#N)cc2)oc(=O)c1Cl	-1	0	2	-15	2.0
8	CC(=O)Nc1nnc(SCC(=O)NCCOc2ccccc2)s1	26	-1	0	-9	7.3

nr	mIAP block	mIAP activ	hIAP act	APOBEC3A inh
1	3	0.97	0.93	-1
2	16	0.84	0.92	1
3	2	0.98	0.86	0
4	2	0.98	1.1	0
5	-1	1	1	-8
6	-10	1.1	0.92	-3
7	-4	1	1.2	1
8	-4	1	1.1	57*

# Further records follow:
nr	compound	APOBEC3G inh	beta cell repl	GRIN3A LBD mod	hIAP inh	MPTP block
9	CN(C)CCNC(=O)CNC(=S)N(Cc1ccccc1)Cc1ccccc1F	-8	-2	1	-4	0.8
10	C[C@H](NC(=O)[C@@H]1Cc2ccccc2CN1)C(=O)NC1CCCC1	-4	-3	1	3	-0.9
11	COC(=O)c1ccc(/C=N/NC(=S)NCCN2CCOCC2)cc1	-2	-4	0	-17	-0.5
12	CCC(C)Sc1ccc([C@@H]2[C@H]3C(=O)N(CC)C(=O)[C@H]3[C@]3(C(=O)OC)CCCN23)cc1OC (stereo not given in full)	-6	-3	-4	-6	1.2
13	CCC1(c2ccc(F)cc2)NC(=O)N(CC(=O)N2CCc3ccccc32)C1=O (stereo not given)	2	-4	0	7	-1.4
14	CCOC(=O)c1cc(S(=O)(=O)Nc2ccc(OC)cc2OC)cn1C	9	-2	2	13	-0.9
15	O=C1CCCCN1CCCC(=O)N1CCCC(Nc2ccc(F)c(F)c2)C1 (stereo not given)	-4	-2	1	-34	8.4
16	O=C(O)c1ccc(C=C(c2nc3ccccc3s2)c2nc3ccccc3s2)cc1	-11	-6	3	18	-14

nr	mIAP block	mIAP activ	hIAP act	APOBEC3A inh
9	-2	1	1	4
10	5	0.95	0.97	-2
11	-12	1.1	1.2	-3
12	1	0.99	1.1	1
13	4	0.96	0.93	-4
14	-7	1.1	0.87	-1
15	-5	1.1	1.3	-8
16	10	0.9	0.82	-3

# Compound profiles, from the list above. Values in the order: APOBEC3G inh, beta cell repl, GRIN3A LBD mod, hIAP inh, MPTP block, mIAP block, mIAP activ, hIAP act, APOBEC3A inh
# Record of CCC1(c2ccc(F)cc2)NC(=O)N(CC(=O)N2CCc3ccccc32)C1=O (stereo not given) : 2, -4, 0, 7, -1.4, 4, 0.96, 0.93, -4
# Record of CCOC(=O)c1cc(S(=O)(=O)Nc2ccc(OC)cc2OC)cn1C : 9, -2, 2, 13, -0.9, -7, 1.1, 0.87, -1
# Record of C[C@H](NC(=O)[C@@H]1Cc2ccccc2CN1)C(=O)NC1CCCC1 : -4, -3, 1, 3, -0.9, 5, 0.95, 0.97, -2
# Record of COC(=O)c1ccc(/C=N/NC(=S)NCCN2CCOCC2)cc1 : -2, -4, 0, -17, -0.5, -12, 1.1, 1.2, -3
# Record of O=C(O)c1ccc(C=C(c2nc3ccccc3s2)c2nc3ccccc3s2)cc1 : -11, -6, 3, 18, -14, 10, 0.9, 0.82, -3

# Later entries.
nr	compound	APOBEC3G inh	beta cell repl	GRIN3A LBD mod	hIAP inh	MPTP block
17	S=C(NNC(=S)NC1CC2CCC1C2)NC1CC2C=CC1C2 (stereo not given)	12	0	1	-40	22
18	O=C(COc1ccccc1[N+](=O)[O-])Nc1cccc(S(=O)(=O)NC2=NCCCCC2)c1	-10	0	0	-15	0.5
19	CN(C)S(=O)(=O)c1cc(C(=O)OCCn2cnc3c2c(=O)n(C)c(=O)n3C)ccc1Cl	-5	-3	-1	-1	0.1
20	CC1C=CCC2C(=O)N(c3cccc(C(=O)Nc4ccc(Br)cc4)c3)C(=O)C12 (stereo not given)	-8	-4	1	0	4.9
21	Clc1ccc(OCCn2cnc3ccccc32)cc1	-6	-1	0	3	-1.1
22	CC(C)NS(=O)(=O)c1cc(F)ccc1CN1C(=O)c2cccnc2C1=O	-1	-3	-1	-12	-1.0
23	CC1CCCCN1C(=S)NCc1ccccc1 (stereo not given)	-7	-2	0	32	-0.2
24	O=C(O)c1ccc(NS(=O)(=O)c2ccc(N3CCCC3)c([N+](=O)[O-])c2)cc1	-14	-2	10*	8	-0.3

nr	mIAP block	mIAP activ	hIAP act	APOBEC3A inh
17	7	0.93	1.4	-3
18	-2	1	1.2	3
19	3	0.97	1	-1
20	-3	1	1	-1
21	7	0.93	0.97	-3
22	-6	1.1	1.1	0
23	-1	1	0.68	-2
24	8	0.92	0.92	-3

# Additional structures.
nr	compound	APOBEC3G inh	beta cell repl	GRIN3A LBD mod	hIAP inh	MPTP block
25	CCN(C(=O)COC(=O)c1ccccc1O)c1cccc2ccccc12	-7	-5	0	18	-0.6
26	COc1ccc(-c2ccc(SCC(=O)Nc3cccc(C(C)=O)c3)nn2)cc1OC	-4	1	-2	-15	-0.4
27	NS(=O)(=O)c1ccc(CCNCC(=O)N2CCC(Cc3ccccc3)CC2)cc1	-2	-2	0	-14	1.6
28	CCn1nc(C)cc1C(=O)N1CCCC(C(=O)c2ccc(Oc3ccccc3)cc2)C1 (stereo not given)	3	-2	-3	-7	3.2
29	COC(=O)c1ccccc1NC(=O)CN1CCCCC1	-9	1	-2	-16	1.5
30	Cc1nn(Cc2c(F)c(F)c(F)c(F)c2F)c(C)c1NC(=O)c1ccc(COc2ccccc2Cl)o1	-4	-6	-4	12	0.1
31	C/C(=N\NS(=O)(=O)c1ccc(C)cc1)c1ccc(C)o1	-1	-3	0	0	-1.0
32	COCCn1c(SCc2cnc(-c3ccccc3)s2)nnc1-c1ccncc1	0	0	1	-1	0.2

nr	mIAP block	mIAP activ	hIAP act	APOBEC3A inh
25	6	0.94	0.82	-4
26	0	1	1.2	-2
27	6	0.94	1.1	-2
28	-3	1	1.1	3
29	1	0.99	1.2	-7
30	-2	1	0.89	2
31	-4	1	1	-4
32	1	0.99	1	-3

# Entries from the list above that have a furan ring, fused or not (2):
nr	compound	APOBEC3G inh	beta cell repl	GRIN3A LBD mod	hIAP inh	MPTP block
30	Cc1nn(Cc2c(F)c(F)c(F)c(F)c2F)c(C)c1NC(=O)c1ccc(COc2ccccc2Cl)o1	-4	-6	-4	12	0.1
31	C/C(=N\NS(=O)(=O)c1ccc(C)cc1)c1ccc(C)o1	-1	-3	0	0	-1.0

nr	mIAP block	mIAP activ	hIAP act	APOBEC3A inh
30	-2	1	0.89	2
31	-4	1	1	-4

# The listing continues.
nr	compound	APOBEC3G inh	beta cell repl	GRIN3A LBD mod	hIAP inh	MPTP block
33	CC1(C)CC[C@]2(CO)CC[C@]3(C)C(=CCC4[C@@]5(C)CC[C@H](O)[C@@](C)(CO)C5CC[C@]43C)[C@@H]2C1 (stereo not given in full)	5	-6	-8	8	-0.6
34	CCc1ccc(-c2cc(C)no2)cc1S(=O)(=O)N1CCN(c2cccc(C)c2C)CC1	6	-3	1	22	-0.3
35	Cc1ccc([N+](=O)[O-])cc1NC(=O)Cc1ccc(F)cc1	-5	5	-1	10	-0.4
36	COc1cccc(NC(=O)CN(c2cccc(F)c2)S(C)(=O)=O)c1	-5	-1	0	-18	0.4
37	CCCCNC(=S)NNC(=O)CCn1cc(C)cn1	-9	1	0	-59	-1.8
38	COc1ccc(-c2cc(=O)oc3cc(OC(C)C(=O)NCC4CCC(C(=O)O)CC4)ccc23)cc1 (stereo not given)	-2	-3	-3	-3	3.2
39	COc1ccc(-c2cn(Cc3ccc(C(N)=O)cc3)c(-c3ccncc3)n2)cc1	-2	-4	3	12	0.6
40	CN1CCN(C2=C(Cl)C(=O)N(CCc3ccccc3)C2=O)CC1	-5	-4	-3	-13	1.1

nr	mIAP block	mIAP activ	hIAP act	APOBEC3A inh
33	4	0.96	0.92	-1
34	8	0.93	0.78	3
35	-5	1	0.9	-1
36	2	0.98	1.2	-4
37	-1	1	1.6	-4
38	-2	1	1	-1
39	-3	1	0.88	-2
40	4	0.96	1.1	1

# Next records follow.
nr	compound	APOBEC3G inh	beta cell repl	GRIN3A LBD mod	hIAP inh	MPTP block
41	O=c1cc(CSc2ccccc2)[nH]c(=S)[nH]1	7	-4	-1	0	-0.1
42	CCCC1Cc2nc(Cl)c(C#N)cc2CO1 (stereo not given)	1	-2	0	2	0.0
43	CCOC(=O)c1nnsc1N	-5	-3	-1	-10	0.0
44	O=C(NNC(=O)c1ccco1)c1ccccc1	-3	-1	-2	1	17
45	O=C(CCN1C(=O)c2ccccc2C1=O)NC(=S)Nc1cccc(Cl)c1	-1	-4	-10	-11	0.4
46	COC(=O)c1nc2n(n1)C(c1ccc(OC)c(OC)c1)C(C(=O)OC1CCCCC1)=C(C)N2 (stereo not given)	-5	-1	-1	-18	0.0
47	O=C(c1cccnc1)N(Cc1ccccc1)c1ccccc1	-1	-2	-3	6	-0.7
48	C/C(=N/Nc1nc(C)cc(-c2ccccc2)n1)c1ccco1	0	-2	-1	7	4.1

nr	mIAP block	mIAP activ	hIAP act	APOBEC3A inh
41	-4	1	1	0
42	-8	1.1	0.98	6
43	3	0.97	1.1	-2
44	17	0.83	0.99	-1
45	2	0.98	1.1	0
46	10	0.9	1.2	-2
47	-1	1	0.94	-2
48	4	0.96	0.93	0

# More records.
nr	compound	APOBEC3G inh	beta cell repl	GRIN3A LBD mod	hIAP inh	MPTP block
49	Cc1cccc(/C=N/NC(=O)C2CCCNC2=O)c1 (stereo not given)	-4	1	-5	2	1.0
50	CCCCC1CCC(C(=O)OCC(=O)N(CCOC)c2c(N)n(Cc3ccccc3)c(=O)[nH]c2=O)CC1 (stereo not given)	-2	0	-2	-8	0.2
51	O=C(Cn1c(CO)nc2ccccc21)NCc1ccc2c(c1)OCO2	-5	0	-1	-2	2.5
52	CC1CCCC(C)N1C(=O)CSc1nc2c(c(=O)n(C)c(=O)n2C)n1C (stereo not given)	-8	0	-2	12	-2.0
53	COc1cccc2c1OC1(C)CC2N(C(=O)c2ccco2)C(=S)N1c1ccc(F)cc1 (stereo not given)	0	-3	1	-1	1.2
54	COc1ccc(C2CC(c3ccccc3)Nc3nc(NC(=O)c4ccco4)nn32)cc1 (stereo not given)	-9	-3	-1	-16	-7.5
55	COc1ccc(S(=O)(=O)N2CCC(C(=O)NCCc3ccccc3)CC2)cc1	-8	3	-1	31	-0.5
56	CCOC(=O)c1c(C)[nH]c(C(=O)COC(=O)COc2ccc(OC)cc2)c1C	2	-1	1	9	4.3

nr	mIAP block	mIAP activ	hIAP act	APOBEC3A inh
49	2	0.97	0.98	4
50	-1	1	1.1	19
51	-4	1	1	7
52	2	0.98	0.88	-2
53	13	0.87	1	-2
54	1	0.99	1.2	-2
55	-16	1.2	0.69	1
56	8	0.92	0.91	1
